PABP1 MLLE inh: inhibitors of microRNA-mediated deadenylation, human PABP1 MLLE binding | P11940 | GST-MLLE / FITC-PAM2 fluorescence polarization | inhibition, % at 20 µM | hit rate 0.36% among 360,000; in the data active = inhibition above about 35%, passing the limit was not always enough;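 note: plate controls were DMSO wells with GST-MLLE for no effect and wells lacking GST-MLLE protein for full effect; some results filed as inactive read as strong as hits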
LMPTP block: LMPTP (human) inhibition. P24666. recombinant LMPTP-A, OMFP fluorogenic substrate, fluorescence intensity. inhibition, % at 20 µM. hit rate 0.22% among 360,000. AID 651560;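 active = compounds that cut the enzyme signal by at least half of the control window in the single-dose screen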;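 note: plate controls were DMSO wells with enzyme plus substrate for no effect and substrate without enzyme for full effect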
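Test system – LMPTP-A phosphatase enzyme · Quantity – 0.625 nM LMPTP-A final · Reagent – OMFP substrate, 400 µM final · Dosing – one test concentration per compound, 20 µM, with 3% DMSO overall · Timing – 50 min enzyme reaction at room temperature, protected from light · Detection – fluorescence intensity · Controls – substrate-only low control, DMSO enzyme-plus-substrate high control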
Rpn11 block: blocks the human proteasome subunit Rpn11 | calls only at 20 µM | human 26S proteasome, Ub4-pepOG fluorescence polarization; 20S core pre-blocked with epoxomicin | hit rate 0.59% among 360,000 | O00487;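 active = inhibition at 20 µM, scaled to each plate's controls, above about 33%, limit read from the data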
Target sequence (O00487 whole entry, looked up): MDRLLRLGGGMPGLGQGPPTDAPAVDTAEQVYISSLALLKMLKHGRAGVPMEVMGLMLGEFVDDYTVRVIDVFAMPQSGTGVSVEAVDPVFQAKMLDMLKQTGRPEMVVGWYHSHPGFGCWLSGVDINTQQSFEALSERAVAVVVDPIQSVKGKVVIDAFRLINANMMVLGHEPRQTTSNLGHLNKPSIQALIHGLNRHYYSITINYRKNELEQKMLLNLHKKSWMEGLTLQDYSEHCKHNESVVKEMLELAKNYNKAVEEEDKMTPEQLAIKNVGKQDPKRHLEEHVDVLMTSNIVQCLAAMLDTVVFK
CSN deneddyl inh: CSN deneddylation inhibition; AID 651999; Q92905; inhibition, % at 12.5 µM; Purified CSN, SCF-Nedd8-OG deneddylation, fluorescence polarization; hit rate 0.38% among 360,000;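 active = pattern-corrected inhibition above about 35%, with an unprinted fluorescence ratio check between 0.5 and 1.5, limit read from the data, passing the limit was not always enough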;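 note: 0% = enzyme with substrate and 100% = substrate without enzyme; some results filed as inactive read as strong as hits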
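Test system: purified human Csn5 enzyme expressed in HEK293T cells. Amount: 0.24 nM enzyme. Reagent: SCFSkp2-Nedd8OG substrate at 10 nM final. Schedule: 90 min incubation of compound, enzyme and substrate at room temperature. Detection: fluorescence polarization. Read-out: % inhibition of substrate cleavage by Csn5.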
NadD inh: NadD (S. aureus) enzyme inhibition | purified NadD enzyme, colorimetric absorbance read-out | inhibition, % at 20 µM | hit rate 0.78% among 360,000 | AID 602399; in the data active = inhibition above about 26%; note: some compounds past the cut are filed as inactive
SUMO1 PPI mod: SUMO1-SIM interaction modulation. P63165. SUMO1 binding to a labelled peptide, TR-FRET, 1 h. inhibition, % at 20 µM. hit rate 0.33% among 360,000. AID 602429; in the data active = inhibition above about 37%
STEP block: inhibitors of human striatal-enriched phosphatase STEP. P54829. recombinant STEP, OMFP fluorogenic substrate, fluorescence. inhibition, % at 20 µM. hit rate 0.25% among 360,000;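 active = inhibition at 20 µM, scaled per plate between control wells, above about 37%, limit read from the data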;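 note: 0% = DMSO with enzyme and substrate and 100% = substrate only without enzyme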
Target sequence (P54829 whole entry, looked up): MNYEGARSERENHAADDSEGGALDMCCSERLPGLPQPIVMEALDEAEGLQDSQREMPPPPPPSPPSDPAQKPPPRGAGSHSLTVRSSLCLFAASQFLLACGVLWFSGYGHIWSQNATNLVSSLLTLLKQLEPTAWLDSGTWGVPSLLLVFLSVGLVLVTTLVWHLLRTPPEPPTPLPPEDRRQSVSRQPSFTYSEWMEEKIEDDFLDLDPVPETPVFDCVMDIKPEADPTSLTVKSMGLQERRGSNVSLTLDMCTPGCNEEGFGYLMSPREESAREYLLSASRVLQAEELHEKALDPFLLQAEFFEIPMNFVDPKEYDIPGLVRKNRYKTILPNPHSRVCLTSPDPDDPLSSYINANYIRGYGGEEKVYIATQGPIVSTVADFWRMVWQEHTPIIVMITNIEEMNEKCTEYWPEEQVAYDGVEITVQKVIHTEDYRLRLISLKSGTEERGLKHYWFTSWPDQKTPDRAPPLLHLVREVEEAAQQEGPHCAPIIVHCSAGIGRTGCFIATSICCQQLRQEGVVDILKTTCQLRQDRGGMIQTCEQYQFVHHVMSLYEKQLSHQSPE
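Assay system: isolated STEP enzyme. Buffer or medium: pH 6.0 Bis-Tris with DTT and Tween 20. Also added: fluorogenic phosphatase substrate OMFP at 25 µM final. Dosing: 20 µM, 1% DMSO. Timing: 20 min reaction, room temperature, in the dark. Measured by: fluorescence intensity, excitation 480 nm, emission 540 nm. Evaluation: normalized % inhibition.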
Scp1 inh: inhibitors of human Scp-1 phosphatase; Q9GZU7; Recombinant Scp1, phosphopeptide, malachite green phosphate absorbance; inhibition, % at 20 µM; hit rate 0.88% among 340,000; AID 493091;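 active = inhibition above about 50% at 20 µM, limit read from the data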;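 note: plate controls were DMSO wells with enzyme for no effect and wells lacking enzyme for full effect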
Target sequence (Q9GZU7 76-261 limits assumed): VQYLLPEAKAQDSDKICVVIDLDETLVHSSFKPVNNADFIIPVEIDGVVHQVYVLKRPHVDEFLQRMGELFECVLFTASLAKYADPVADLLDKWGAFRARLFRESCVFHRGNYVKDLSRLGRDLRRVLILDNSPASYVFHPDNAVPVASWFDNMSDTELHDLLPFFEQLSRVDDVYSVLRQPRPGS
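Test system – truncated SCP-1 phosphatase (76-261aa) · Reagent – Phosphorylated 17-residue peptide substrate · Incubation – 45 min room-temperature reaction, 5 min colour, 30 min stabiliser · Detection – colorimetric phosphate reagent with accelerator and stabiliser, absorbance at 630 nm · Measure – % inhibition at 20 µM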
TbMetRS inhib: blocks T. brucei methionyl-tRNA synthetase activity. purified T. brucei MetRS, ATP depletion, Kinase-Glo luminescence. inhibition, % at 11.9 µM. hit rate 0.4% among 360,000;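 active = inhibition above a per-plate cutoff of the control wells' mean inhibition plus 3 SD, cut at about 5.5% in these data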;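 note: 0% = DMSO wells median and 100% = median of wells with control inhibitor compound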
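System: purified T. brucei MetRS enzyme / Detection: Kinase-Glo luciferase luminescence reporting remaining unconsumed ATP / Medium: HEPES buffer with MgCl2, KCl, DTT, spermine, BSA, pyrophosphatase / Replication: singlicate, one well per compound / Evaluation: percent inhibition relative to median high and low control wells / Schedule: 2 h aminoacylation at 25 °C after 15 min preincubation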
DNMT1 block: DNMT1 (human) enzyme inhibition; P26358; DNMT1 molecular beacon, Hinp1I cleavage, fluorescence; inhibition (reported as % activation of signal), % at 10 µM; hit rate 0.83% among 360,000; AID 588458; in the data active = inhibition above about 50%
* = called active by the depositor. Outcome played no part in choosing rows, and some 3.6% of all compounds hit somewhere here.

Results for O=C(NCc1ccc(F)cc1)Nc1cccc([N+](=O)[O-])c1 ?
PABP1 MLLE inh: 1.7; LMPTP block: 0.7; Rpn11 block: inactive; CSN deneddyl inh: -0.1; NadD inh: -9.8; SUMO1 PPI mod: -11.4; STEP block: -1.3; Scp1 inh: -16.6; TbMetRS inhib: 4.1; DNMT1 block: -1.4

What do the screens show for `COC(=O)c1ccc(N2CCOCC2)c(NC(=O)c2ccco2)c1`?
PABP1 MLLE inh: -2.5; LMPTP block: 1.2; Rpn11 block: inactive; CSN deneddyl inh: -3.9; NadD inh: -6.2; SUMO1 PPI mod: 35.3; STEP block: -0.9; Scp1 inh: -1.6; TbMetRS inhib: -0.2; DNMT1 block: -0.2

How did Cc1nc2ccc(C(=O)N3c4ccccc4N=C(c4ccc(C(F)(F)F)cc4)C3C(=O)NC(C)(C)C)cc2[nH]1 (stereo not drawn) do in these assays?
LMPTP block: 1.3; CSN deneddyl inh: -3.3; SUMO1 PPI mod: 1.7; TbMetRS inhib: -0.7

Results for O=c1oc(CCCO)cc2ccccc12 ?
PABP1 MLLE inh: 10.4; LMPTP block: -0.5; Rpn11 block: inactive; CSN deneddyl inh: -2.7; NadD inh: -0.5; SUMO1 PPI mod: 0.6; STEP block: 0.7; Scp1 inh: -0.2; TbMetRS inhib: -0.2; DNMT1 block: 1.3

Results for CCOC(=O)c1csc(NC(=O)CSc2nnnn2-c2ccc(OC)c(OC)c2)n1 ?
PABP1 MLLE inh: 12.7; LMPTP block: -1.1; Rpn11 block: inactive; CSN deneddyl inh: 2.0; NadD inh: -2.7; SUMO1 PPI mod: 2.5; STEP block: 2.2; Scp1 inh: -4.7; TbMetRS inhib: 0.2; DNMT1 block: -5.0

How did O=C1N(Cc2cccnc2)C[C@@H]2C[C@@H](c3cccc(C(F)(F)F)c3)N3CCC[C@@]123 do in these assays?
PABP1 MLLE inh: 20.5; LMPTP block: -2.5; Rpn11 block: inactive; CSN deneddyl inh: -1.3; NadD inh: 0.3; SUMO1 PPI mod: 0.6; STEP block: 3.7; Scp1 inh: -6.5; TbMetRS inhib: 0.1; DNMT1 block: -3.6

Results for CCCCC(=O)Nc1ccc(NC(=O)c2ccc3c(c2)OCO3)cc1OC ?
PABP1 MLLE inh: 0.4; LMPTP block: 0.0; Rpn11 block: inactive; CSN deneddyl inh: -3.3; NadD inh: -2.6; SUMO1 PPI mod: 3.5; STEP block: 3.4; Scp1 inh: -5.2; TbMetRS inhib: -0.6; DNMT1 block: 3.7

How did CSC1=N/C(=C\c2ccc(Cl)cc2)C(=O)N1N(C)C do in these assays?
PABP1 MLLE inh: -4.5; LMPTP block: 2.7; Rpn11 block: inactive; CSN deneddyl inh: 0.0; NadD inh: -1.1; SUMO1 PPI mod: -6.8; STEP block: 2.4; Scp1 inh: -4.2; TbMetRS inhib: 0.0; DNMT1 block: 6.6

How did CN(Cc1ccccn1)Cc1nc(-c2ccc(Cl)cc2)no1 do in these assays?
PABP1 MLLE inh: -12.7; LMPTP block: 0.3; Rpn11 block: inactive; CSN deneddyl inh: -3.7; NadD inh: -1.2; SUMO1 PPI mod: -1.6; STEP block: -2.0; Scp1 inh: 2.5; TbMetRS inhib: -0.3; DNMT1 block: -2.6

Results for Cc1cccc(NC(=O)C2CC(=O)N(Cc3ccccc3)C2)n1 (stereo not drawn) ?
PABP1 MLLE inh: 15.3; LMPTP block: -1.3; Rpn11 block: inactive; CSN deneddyl inh: -1.1; NadD inh: -4.8; SUMO1 PPI mod: -1.2; STEP block: -1.4; Scp1 inh: -2.3; TbMetRS inhib: -0.7; DNMT1 block: -1.1

How did CN(C)C(=O)CNc1ccn2nc(-c3cccc(OCCN4CCOCC4)c3)cc2n1 do in these assays?
PABP1 MLLE inh: -5.8; LMPTP block: 0.3; Rpn11 block: inactive; CSN deneddyl inh: 1.6; NadD inh: -2.8; SUMO1 PPI mod: 0.8; STEP block: 2.4; TbMetRS inhib: 0.0; DNMT1 block: 5.1

What do the screens show for `CCOC(=O)C(Cc1ccc(O)cc1)NC(=O)c1cc2c(cn1)[nH]c1ccccc12` (stereo not drawn)?
LMPTP block: 1.4; CSN deneddyl inh: -1.6; NadD inh: 17.7; SUMO1 PPI mod: 6.9; TbMetRS inhib: 2.0

How did O=C(NCCc1ccccc1)C(=O)NCC1OCCN1S(=O)(=O)c1ccccc1 (stereo not drawn) do in these assays?
PABP1 MLLE inh: -0.1; LMPTP block: 1.3; Rpn11 block: inactive; CSN deneddyl inh: -2.8; NadD inh: 1.8; SUMO1 PPI mod: 11.5; STEP block: -1.6; Scp1 inh: -8.4; TbMetRS inhib: -0.5; DNMT1 block: -0.5

Results for CN(C)S(=O)(=O)c1ccc(C(=O)N(c2ccccn2)c2ccccn2)cc1 ?
PABP1 MLLE inh: 14.4; LMPTP block: -0.8; Rpn11 block: inactive; CSN deneddyl inh: -2.9; NadD inh: -6.4; SUMO1 PPI mod: -1.3; STEP block: -0.7; Scp1 inh: -8.0; TbMetRS inhib: -0.2; DNMT1 block: -5.8

Results for Cc1cc2nnc(SCC(=O)N3C(C)CCCC3C)n2c(N)n1 (stereo not drawn) ?
PABP1 MLLE inh: -11.3; LMPTP block: -2.6; Rpn11 block: inactive; CSN deneddyl inh: 6.4; NadD inh: -5.3; SUMO1 PPI mod: 1.8; STEP block: -3.8; Scp1 inh: -8.4; TbMetRS inhib: -0.7; DNMT1 block: 3.6

How did C=CCC1(CC=C)CCCN1C(=O)c1cc(COc2cncc(Cl)c2)on1 do in these assays?
PABP1 MLLE inh: 1.3; LMPTP block: 0.7; Rpn11 block: inactive; CSN deneddyl inh: 0.9; NadD inh: 2.5; SUMO1 PPI mod: -1.5; STEP block: 0.6; TbMetRS inhib: -0.3; DNMT1 block: 4.6

Results for CN(CC(=O)Nc1ccc(F)cc1)C(=O)COC(=O)CNC(=O)c1sc2ccccc2c1Cl ?
PABP1 MLLE inh: 5.9; LMPTP block: 0.1; Rpn11 block: inactive; CSN deneddyl inh: 3.3; NadD inh: -4.7; SUMO1 PPI mod: -15.7; STEP block: -3.1; Scp1 inh: -3.5; TbMetRS inhib: -0.6; DNMT1 block: -1.2

What do the screens show for `Fc1cccc(NC(=S)NCc2ccc(Cl)cc2)c1`?
PABP1 MLLE inh: 2.6; LMPTP block: -1.3; Rpn11 block: inactive; CSN deneddyl inh: -19.0; NadD inh: -5.8; SUMO1 PPI mod: -4.4; STEP block: 2.8; Scp1 inh: -2.3; TbMetRS inhib: -0.2; DNMT1 block: -0.5

How did Cc1ccc(C2=NC3(CCCC3)N=C2SCC(=O)Nc2ccc3c(c2)OCCO3)cc1 do in these assays?
PABP1 MLLE inh: 21.9; LMPTP block: 0.6; Rpn11 block: inactive; CSN deneddyl inh: 0.2; NadD inh: -5.8; SUMO1 PPI mod: 0.2; STEP block: 4.7; Scp1 inh: -4.2; TbMetRS inhib: 0.0; DNMT1 block: -1.5

What do the screens show for `O=C(COC(=O)c1ccc2c(c1)OCO2)Nc1ccccc1F`?
PABP1 MLLE inh: 6.5; LMPTP block: -1.7; Rpn11 block: inactive; CSN deneddyl inh: -1.3; NadD inh: -6.4; SUMO1 PPI mod: 3.1; STEP block: -0.7; Scp1 inh: -12.0; TbMetRS inhib: -0.7; DNMT1 block: 0.9

What do the screens show for `CCOc1ccc(=O)n(-c2ccccc2)n1`?
PABP1 MLLE inh: -0.8; LMPTP block: -1.3; Rpn11 block: inactive; CSN deneddyl inh: 2.0; NadD inh: -3.4; SUMO1 PPI mod: -2.2; STEP block: 2.4; Scp1 inh: -9.7; TbMetRS inhib: -0.5; DNMT1 block: 8.7

What do the screens show for `O=C(COc1ccc(Cl)cc1)OCC(=O)N1CCCC1`?
PABP1 MLLE inh: 4.2; LMPTP block: -0.3; Rpn11 block: inactive; CSN deneddyl inh: 0.0; NadD inh: 5.3; SUMO1 PPI mod: -2.8; STEP block: -1.0; Scp1 inh: -1.6; TbMetRS inhib: 0.1; DNMT1 block: 0.9

What do the screens show for `CCOc1ccc(NC(=S)NN2CCN(C)CC2)cc1`?
PABP1 MLLE inh: 13.7; LMPTP block: -2.2; Rpn11 block: inactive; CSN deneddyl inh: -1.3; NadD inh: -2.6; SUMO1 PPI mod: 1.0; STEP block: -0.8; Scp1 inh: -2.7; TbMetRS inhib: -0.7; DNMT1 block: -1.1

What do the screens show for `COc1cccc(C(=O)Nc2nnc(-c3ccc(F)cc3)o2)c1`?
PABP1 MLLE inh: -11.9; LMPTP block: -1.0; Rpn11 block: inactive; CSN deneddyl inh: 3.6; NadD inh: 5.7; SUMO1 PPI mod: 7.0; STEP block: 1.1; Scp1 inh: -19.3; TbMetRS inhib: 0.3; DNMT1 block: -5.3

Results for CCN1CCN(c2cc(C)c3cc(NC(=O)c4ccc(C)c(C)c4)ccc3n2)CC1 ?
PABP1 MLLE inh: -15.5; LMPTP block: -4.0; Rpn11 block: inactive; CSN deneddyl inh: -2.7; NadD inh: -2.5; SUMO1 PPI mod: 0.5; STEP block: 0.3; Scp1 inh: -10.4; TbMetRS inhib: -0.9; DNMT1 block: -7.1

How did CCCN1CCN(CCCNC(=O)c2cc3c(=O)oc4ccc(C)cc4c3s2)CC1 do in these assays?
PABP1 MLLE inh: 8.2; LMPTP block: -0.5; Rpn11 block: inactive; CSN deneddyl inh: 0.1; NadD inh: -2.3; SUMO1 PPI mod: -30.8; STEP block: 1.2; Scp1 inh: -5.3; TbMetRS inhib: 0.4; DNMT1 block: 5.7

What do the screens show for `O=C(NNS(=O)(=O)c1ccc(Br)cc1)c1csnn1`?
PABP1 MLLE inh: -14.1; LMPTP block: 0.9; Rpn11 block: inactive; CSN deneddyl inh: 0.6; NadD inh: -2.1; SUMO1 PPI mod: 2.1; STEP block: 1.7; Scp1 inh: 1.2; TbMetRS inhib: -1.2; DNMT1 block: 6.7
